# hIAP act = increases human intestinal alkaline phosphatase activity. 0.16% of 330,000 active. P09923. activation factor at 10 µM. purified human IAP, CDP-Star luminescence, 30 min; active compounds read high; 1 = vehicle-only enzyme, 0 = enzyme-free background;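 active = activation factor of the enzyme at least 2-fold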; also: the source names both 10 and 20 µM as test concentration; values of inactives mirror those of a sister screen read the other way
# Target sequence (P09923 whole entry, looked up): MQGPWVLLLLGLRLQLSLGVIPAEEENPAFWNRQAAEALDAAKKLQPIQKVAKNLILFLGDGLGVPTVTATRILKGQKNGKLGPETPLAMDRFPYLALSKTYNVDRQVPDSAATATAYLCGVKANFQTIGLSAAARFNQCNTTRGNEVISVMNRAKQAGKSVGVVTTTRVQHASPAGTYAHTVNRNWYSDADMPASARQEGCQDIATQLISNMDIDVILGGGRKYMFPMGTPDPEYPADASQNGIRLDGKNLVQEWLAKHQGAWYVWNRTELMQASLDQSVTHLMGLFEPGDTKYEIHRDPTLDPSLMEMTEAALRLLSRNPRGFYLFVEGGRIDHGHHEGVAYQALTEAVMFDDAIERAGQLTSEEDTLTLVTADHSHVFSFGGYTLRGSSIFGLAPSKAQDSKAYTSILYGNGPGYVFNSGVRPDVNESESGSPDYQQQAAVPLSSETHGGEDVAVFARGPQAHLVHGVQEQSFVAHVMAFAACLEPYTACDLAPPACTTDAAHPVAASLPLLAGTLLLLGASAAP
# NALP3 yeast inh = inhibitors of NALP3 inflammasome in yeast. Yeast reconstituted NLRP3/ASC/caspase-1, beta-gal luminescence, 24 h. AID 2825. inhibition, % at 10 µM. 0.39% of 330,000 active;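 active = inhibition of 50% or more; inactive = inhibition below 50%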;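 also: plate controls were induced DMSO wells for no effect and uninduced yeast grown without galactose for full effect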
# mIAP activ = increases mouse intestinal alkaline phosphatase activity; 0.24% of 330,000 active; activation factor at 10 µM; muIAP, CDP-Star luminescence, 30 min; active compounds read high; 1 = vehicle-only enzyme signal, 0 = enzyme-free wells;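 active = activation factor of at least 2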; also: the source names both 10 and 20 µM as test concentration; values of inactives mirror those of a sister screen read the other way
#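 Assay system: mouse IAP enzyme; Reagent: CDP-Star chemiluminescent phosphatase substrate; Compound: DMSO-dissolved test compounds; Incubation: 30 min, room temperature; Technique: luminescence from enzymatic CDP-Star hydrolysis; Controls: DMSO-only wells and no-enzyme negative control.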
# APOBEC3G inh = inhibitors of human APOBEC3G DNA deaminase. Q9HC16. recombinant A3G, ssDNA deamination FAM/TAMRA fluorescence. inhibition, % at 20 µM. 0.28% of 330,000 active. AID 493012;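 active = inhibition of at least 40% at 20 µM, with no more than 30% in the related APOBEC3A deaminase screen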;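 also: plate controls were DMSO wells with A3G for no effect and wells lacking A3G enzyme for full effect; some compounds called inactive have numbers as strong as hits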
# Target sequence (Q9HC16 whole entry, looked up): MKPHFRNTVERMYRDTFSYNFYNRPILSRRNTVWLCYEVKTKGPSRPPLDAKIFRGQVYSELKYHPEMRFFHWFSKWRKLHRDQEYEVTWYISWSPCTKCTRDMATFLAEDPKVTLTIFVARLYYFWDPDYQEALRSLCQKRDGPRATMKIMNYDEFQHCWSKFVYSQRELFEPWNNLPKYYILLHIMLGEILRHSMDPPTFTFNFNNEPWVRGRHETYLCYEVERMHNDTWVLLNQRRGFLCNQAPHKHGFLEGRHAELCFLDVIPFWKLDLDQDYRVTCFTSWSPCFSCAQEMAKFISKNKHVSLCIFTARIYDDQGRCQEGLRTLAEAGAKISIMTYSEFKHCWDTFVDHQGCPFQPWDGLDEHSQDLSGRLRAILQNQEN
# hIAP block = blocks human intestinal alkaline phosphatase; inhibition, % at 10 µM; AID 2544; purified IAP, CDP-Star luminescence, 30 min; P09923; 0.12% of 330,000 active;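 active = inhibition reaching a set limit with compound at 10 µM in the primary screen, cut at about 35% in these data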;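 also: plate controls were DMSO wells with enzyme for no effect and no-enzyme buffer wells for full effect; values of inactives mirror those of a sister screen read the other way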
# MIN6 prolif = inducers of beta-cell replication in MIN6 cells; MIN6 cells proliferation, ATPlite luminescence, 48 h; cells starved in 0.2% serum; 100% = growth in 10% serum; 0.29% of 330,000 active; proliferation, % at 10 µM; AID 2380;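 active = compounds whose signal lies at least 3.5 SD above the mean of all wells on their plate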;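 also: 0% = DMSO-treated cells in low-serum medium and 100% = 10% serum control; some compounds called inactive have numbers as strong as hits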
# A3A deaminase = human APOBEC3A DNA deaminase inhibition. P31941. recombinant A3A, FAM/TAMRA ssDNA deamination fluorescence. inhibition, % at 20 µM. 0.41% of 330,000 active. AID 493011;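 active = at least 40% inhibition at 20 µM here, with at most 30% in a related deaminase screen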;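 also: plate controls were A3A with DMSO for no effect and wells lacking A3A enzyme for full effect; some results filed as inactive read as strong as hits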
# mIAP inh = blocks mouse intestinal alkaline phosphatase; inhibition, % at 10 µM; 0.2% of 330,000 active; purified mouse IAP, CDP-Star luminescence, 30 min; AID 2806;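 active = inhibition of at least 40% at 10 µM in the primary screen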;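 also: plate controls were DMSO with enzyme for no effect and no enzyme wells for full effect; values of inactives mirror those of a sister screen read the other way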
# SENP1 FRET inh = inhibitors of human SENP1 SUMO protease catalytic domain. Q9P0U3. recombinant SENP1 catalytic domain, CyPet-SUMO1-YPet FRET cleavage. inhibition, % at 10 µM. 0.21% of 360,000 active. AID 624204;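 active = inhibition at least 30% at 10 µM, raw YFP signal under a set limit, fluorescence ratio 0.5 to 1.5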;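 also: 0% = enzyme with DMSO and 100% = no enzyme wells; some results filed as inactive read as strong as hits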
#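 Compound: 10 µM single point, 0.5% DMSO; Test system: hSENP1 catalytic domain, recombinant; Timing: 50 min reaction at room temperature; Technique: FRET, CFP and YFP emission; Control set: no-enzyme wells low, DMSO-plus-enzyme wells high control.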
# Starred values were filed as active, the others as inactive; . = no result given. Only part of the results is shown; the hit share may differ from the screen's.
SMILES,hIAP act,NALP3 yeast inh,mIAP activ,APOBEC3G inh,hIAP block,MIN6 prolif,A3A deaminase,mIAP inh,SENP1 FRET inh
Cc1cc(OC(C)C(=O)Nc2ccccc2C(=O)N2CCCC2)ccc1Cl (configuration not stated),1.21,-0.3,0.964,-4.7,-21.0,-1.1,-4.6,3.6,1.9
CCOC(=O)C(=O)NNc1ccc(Cl)cc1,0.955,27.1,1.03,-4.6,4.5,-2.8,-1.4,-3.3,0.8
COc1cccc(NC(=O)[C@H](CC(C)C)NC(=O)N2CCn3c2nc2ccccc23)c1,1.07,13.5,1.02,-4.1,-7.2,-3.1,-3.8,-1.8,-0.6
Cc1ccccc1CCNC(=O)Cn1ccc2cc(S(=O)(=O)N3CCCC3)ccc21,1.19,-6.3,1.11,-2.4,-19.1,-2.9,-1.3,-11.2,-0.7
COc1ccccc1C(=O)n1nc(-c2ccc(Cl)cc2)nc1N,0.93,38.2,1.1,-5.0,7.0,-3.5,-5.0,-10.0,1.7
O=C(c1ccco1)N1CCN(c2ncnc3c2[nH]c2ccc(Cl)cc23)CC1,1.14,-0.7,1.04,-4.8,-13.5,-4.5,-1.5,-4.3,.
Cc1c(N2C(=O)/C(=C\C3CC=CCC3)SC2=S)c(=O)n(-c2ccccc2)n1C (configuration not stated),1.19,14.6,0.894,-4.1,-19.1,-1.3,1.0,10.6,-0.5
N#CC1(c2ccccc2)CCCN1C(=O)c1ccccc1Cl (configuration not stated),1.14,7.1,1.05,9.5,-14.4,0.4,-0.7,-4.6,0.3
Cc1cccc(OCCCC(=O)N2CCCCCC2)c1C,1.01,33.0,1.01,-10.6,-0.8,3.1,-6.4,-0.9,2.0
CC(=O)n1cc([C@@H]2C=C(C(=O)NCc3ccccc3)O[C@H](OCc3ccc(CO)cc3)C2)c2ccccc21,0.915,-1.1,0.962,-13.0,8.5,-8.7,-4.1,3.8,-37.5
CC[C@H](C)[C@H](NC(=O)c1ccc(Cl)cc1)C(=O)OCC(=O)c1c(N)n(C)c(=O)n(C)c1=O,1.02,19.7,1.09,-9.1,-2.0,-0.5,-1.6,-9.1,-0.4
CC(On1c(-c2ccccc2)nc2ccc(Cl)cc21)C(=O)O (configuration not stated),0.994,-3.4,1.06,0.1,0.6,0.1,0.6,-6.5,0.6
CC(NC(=O)COC(=O)c1ccccc1Nc1ccccc1)c1ccccc1 (configuration not stated),1.02,16.4,1.02,-2.0,-2.4,-3.0,-0.1,-2.0,-14.3
O=C(Nc1cccc(-c2nc3ccccc3[nH]2)c1)c1ccccn1,1.15,14.5,0.94,-3.1,-14.9,-0.6,13.6,6.0,-2.4
CCC(C)NCCCCOc1ccc(C)cc1[N+](=O)[O-] (configuration not stated),0.926,17.1,0.959,-5.9,7.4,-0.7,-2.9,4.1,2.3
Cc1ccc(S(=O)(=O)NCc2cn3ccsc3n2)c(C)c1,1.08,8.2,1.12,2.3,-8.2,3.1,3.9,-11.7,1.3
C/C(=N\NC(=O)CNC(=O)c1ccc(F)cc1)c1ccco1,1.05,17.5,0.991,29.1,-4.9,-3.7,5.4,0.9,1.2
Cc1ccc(C(=O)N/C(=C/c2ccc(-c3cc(C(F)(F)F)ccc3Cl)o2)C(=O)NCc2cccnc2)cc1,1.07,14.8,0.963,-6.0,-6.9,-4.5,-2.5,3.7,-54.9
Cc1cc2nc(-c3ccc(SCC(=O)Nc4ccc(S(=O)(=O)N5CCCC5)cc4)nc3)[nH]c2cc1C,1.1,45.3,0.962,6.1,-10.1,0.0,2.2,3.8,-33.8
CSc1ccc(CCNC(=O)c2cccc3c2C(=O)N(C2CCCCC2)C3)cc1,1.33,15.1,0.914,-1.8,-33.2,-6.8,-1.7,8.6,0.3
COc1ccc(O)c(/C=N/Nc2nc(Nc3ccccc3)nc(-n3nc(C)cc3C)n2)c1,1.06,36.2,1,-1.8,-5.8,-3.4,-5.0,-0.4,0.6
O=C(CNC(=O)c1cccs1)OCC(=O)c1ccc(Br)cc1,1.02,16.9,1.01,-1.1,-1.7,6.0,1.2,-1.2,2.5
O=C(CNC(=O)c1cccc(Cl)c1)Nc1ccc(F)c(F)c1F,1.06,13.1,0.972,-5.6,-6.1,-2.2,1.7,2.8,1.6
Cc1ccc(N2CCN(C(=O)c3nn(C)c4c3CS(=O)(=O)c3ccccc3-4)CC2C)cc1 (configuration not stated),0.976,18.4,0.997,-3.7,2.4,2.2,-1.7,0.3,0.8

# Limited to SENP1 FRET inh, hIAP block and hIAP act, for 2 of the compounds above:
molecule | SENP1 FRET inh | hIAP block | hIAP act
Cc1cc2nc(-c3ccc(SCC(=O)Nc4ccc(S(=O)(=O)N5CCCC5)cc4)nc3)[nH]c2cc1C | -33.8 | -10.1 | 1.1
CSc1ccc(CCNC(=O)c2cccc3c2C(=O)N(C2CCCCC2)C3)cc1 | 0.3 | -33.2 | 1.33

# Additional entries follow.
SMILES,hIAP act,NALP3 yeast inh,mIAP activ,APOBEC3G inh,hIAP block,MIN6 prolif,A3A deaminase,mIAP inh,SENP1 FRET inh
COc1ccccc1-n1c(SCC(=O)Nc2ccccc2F)nc2[nH]ncc2c1=O,1.12,-7.1,0.893,-5.6,-11.9,-1.8,-9.3,10.7,-0.9
O=C(/C=C/c1ccco1)N1CCN(S(=O)(=O)c2cccs2)CC1,1.01,-15.1,0.993,1.6,-1.5,-2.5,14.6,0.7,-2.1
COc1ccc(/C=N\NC(=O)c2ccc(-c3ccccc3)cc2)c(OC)c1OC,1.02,20.0,0.991,4.0,-2.2,-1.1,0.7,0.9,-1.3
CCOC(=O)c1c(NC(=S)NC)sc2c1CCCC2,1.04,11.8,1.02,3.2,-3.6,-0.3,-2.1,-2.5,1.0
CN1C(C)(C)CC(NC(=O)CCC(=O)NC2CC(C)(C)N(C)C(C)(C)C2)CC1(C)C,1.12,13.2,1.08,-2.8,-12.5,0.0,1.9,-7.9,3.0
COC(=O)c1ccccc1NC(=O)CNC(=O)c1ccco1,1.11,5.4,1.01,-9.0,-10.8,-0.2,-8.4,-1.4,2.6
CC(C)(C)c1ccc(/C=C(\C#N)C(=O)Nc2ccccn2)cc1,0.942,27.4,0.874,-5.8,5.8,-3.3,-4.9,12.6,-11.6
CCOc1ccccc1NC(=O)COC(=O)c1cc[n+]([O-])cc1,1.04,8.5,1.05,-6.1,-4.0,-2.1,-6.0,-4.9,-2.1
CC1CCc2nn(CC(=O)NCc3ccco3)cc2C1 (configuration not stated),0.918,22.0,1.03,-5.5,8.2,3.9,-3.0,-2.7,3.4
COc1ccc(C)cc1NC(=O)N1CCCc2ccccc21,1.09,9.5,0.949,-8.9,-8.6,-0.4,-2.2,5.1,-2.6
CCc1ccc(C(=O)Nc2cccc(-c3nn[nH]n3)c2)s1,0.905,-0.1,0.952,-1.8,9.5,-3.9,-0.6,4.8,2.3
C=CCn1c(CNC(=O)c2ccco2)nnc1SCC(=O)c1ccc(F)cc1,0.915,-10.1,0.938,-7.1,8.5,0.0,-1.5,6.2,-1.0
COc1ccc(/C=C2\SC(=S)N(CCC(=O)NC3CCCC3)C2=O)cc1OC,0.847,36.1,0.952,-8.5,15.3,-3.2,-3.7,4.8,-15.8
O=C(c1ccc2c(=O)n3c(nc2c1)CCCCC3)N1CCN(c2ccccc2F)CC1,0.922,7.3,1.08,-2.7,7.8,-3.9,-3.2,-7.6,3.0
CCCN(CC(=O)Nc1ccccc1C)C(=O)c1cccc(-n2cnnn2)c1,0.91,9.7,0.989,-8.8,9.0,3.5,-3.5,1.1,0.3
COCCNC(=O)c1cc(-c2ccccc2)n(Cc2cc(C)no2)n1,1.09,15.2,1.07,-8.6,-9.2,-0.7,-0.7,-7.1,2.4
CC1=NN(c2ccccc2)C(=O)/C1=C/c1ccc(Cl)cc1,1.14,11.9,0.944,9.0,-13.9,-2.1,-5.3,5.6,1.1
Cc1cccn2c(=O)nc(SCC(=O)c3ccc(Cl)cc3)nc12,0.962,4.6,0.86,-7.7,3.8,-3.0,-2.1,14.0,2.4
CCN(CC)CCOC(=O)C(c1ccccc1)C1CCCCC1 (configuration not stated),1.14,29.9,1.09,-3.6,-13.9,-5.1,-2.2,-9.3,1.7
CCOC(=O)C1CCCN(C(=O)Cn2ncc3c([nH]c4ccccc43)c2=O)C1 (configuration not stated),1.28,5.3,0.981,-6.0,-27.8,-3.2,-1.4,1.9,-2.3
CC1CCCCC1NC(=O)COC(=O)c1ccc2c(c1)OCCO2 (configuration not stated),0.98,-8.2,0.983,-2.3,2.0,4.1,-4.0,1.7,3.2
Cc1ccc([C@@H]2[C@@H]3C(=O)N(C)C(=O)[C@@H]3[C@]3(C)C(=O)N(CCO)CC(=O)N23)o1,0.885,1.9,1.04,-8.0,11.5,-2.6,1.5,-3.9,-1.5
Cc1onc(-c2ccccc2Cl)c1C(=O)Nc1cccc(-c2cn3cccnc3n2)c1,0.995,15.9,0.95,-7.1,0.5,1.7,-3.6,5.0,0.5
Cc1cc(C)cc(N2CC(C(=O)Nc3cc(C)on3)CC2=O)c1 (configuration not stated),1.04,13.8,0.978,-13.4,-3.8,-1.6,-3.2,2.2,0.1
O=C(CSc1nn(-c2ccccc2)c(=S)s1)Nc1ncccn1,1.12,7.3,0.986,-2.8,-12.2,-0.7,-0.9,1.4,-4.1
O=C(O)CCCC(=O)OCc1c(-c2ccccc2)ncc2ccccc12,1.02,13.7,0.981,-5.9,-1.6,-4.9,-1.5,1.9,-8.3
O=C(CCN1C(=O)C2C3C=CC(C3)C2C1=O)N1CCCCC1 (configuration not stated),1.06,13.9,0.975,-11.7,-6.1,-2.4,6.0,2.5,1.5
CC(=O)Nc1ccc(S(=O)(=O)N(C)CC(=O)OCC(=O)c2ccc[nH]2)cc1,0.865,-12.3,0.98,7.0,13.5,-1.8,2.8,2.0,15.0
COc1ccc(/C=C/c2nnc(NC(=O)CSc3ccc(C)cc3)s2)cc1,1.07,-21.2,0.931,-5.7,-6.8,-1.2,0.8,6.9,-66.8
CC(CCc1ccccc1)NC(=O)c1ccc2nc(N3CCOCC3)sc2c1 (configuration not stated),1.05,15.4,1.21,-1.9,-5.3,-2.0,3.3,-20.5,4.5
CN(C)C(=O)c1noc2cc([N+](=O)[O-])ccc12,0.903,8.3,0.857,-4.3,9.7,0.7,-2.6,14.3,2.7
COc1ccc(/C=N/S(=O)(=O)c2ccccc2)cc1OC,0.877,20.8,0.972,-3.3,12.3,-0.2,0.9,2.8,0.9
Cc1cccc(NC(=O)c2ccc(S(=O)(=O)N(C)C)cc2)c1,1.03,27.8,0.941,2.6,-2.7,-0.6,-0.4,5.9,4.4
CC1(C)CC(=O)N(c2cc(Cl)cc(Cl)c2)C(=O)C1,0.999,2.0,0.986,-4.9,0.1,-1.0,0.2,1.4,4.0
COc1cc(/C=C/C(=O)c2ccc([N+](=O)[O-])o2)ccc1O,0.702,49.1,0.827,-6.4,29.8,-6.8,3.1,17.4,7.0

# Screening results from PubChem.
